HepG2 viability – qHTS for Inhibitors of TGF-b: Cytotox Counterscreen. HepG2 CAGA-GFP viability, ATP luminescence, 18 h. hit rate 0.76% among 410,000. Potency, µM (doses to about 46.1 µM), for inactives: at the top dose activity change, negative = cytotoxicity, hits mostly cytotoxic. AID 588856, 2011; note: potency is the fitted concentration of half-maximal effect; some results filed as inactive show a strong effect at the top dose
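HepG2 CAGA-GFP cells (1000/well, DMEM with 1% FBS) received compound, then TGF-beta at 500 pg/mL final, and were incubated 18 hours at 37 degrees C. Viability was read by CellTiter-Glo luminescence. Media-only wells were set as complete cell-killing and DMSO as no toxicity.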
CCT modulator – High-Throughput Screening for Modulators of Cytosolic Chaperonin Activity; purified chaperonin ATPase assay, HTRF ADP detection, 30 min; hit rate 0.3% among 360,000; activity change, % (test concentration not listed), hits read low; AID 651819, 2012; in the data active = activity change below about -30%; note: % is set by controls: 0 for no effect and ±100 for the full control effect
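Nucleotide hydrolysis assay: TRiC at 20–40 nM final (set by batch activity) with 10 uM ATP, 30 min at 37 °C, in presence of 76 uM compound. Detection by competitive ADP HTRF, 30 min ambient.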
Abeta rescue – qHTS for compounds that reverse cellular toxicity of Amyloid beta (A-beta) peptide in yeast: Primary Screen | AID 1347071, 2019 | hit rate 0.063% among 410,000 | yeast expressing A-beta42, growth rescue, OD600, 48 h; response scale: 0% DMSO, 100% iron-clioquinol control | Potency, µM (doses to about 46.1 µM), for the others: at the highest dose growth rescue, actives largely listed as activators; note: potency is the fitted concentration of half-maximal effect; nearly all actives have a fitted effect of over 55% in size
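Yeast growth medium received pinned compounds, then yeast cells expressing toxic A-beta were added; plates incubated at 30 C for 48 hr. Growth read as absorbance at 600 nm, normalized to DMSO and equimolar FeCl3 plus clioquinol controls.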
A549 tox – Nrf2 qHTS screen for inhibitors: counterscreen for cytotoxicity. A549 ARE-Fluc cells, CellTiter-Fluor viability, 18-24 h. Potency, µM (titrated, usually from 46 µM), for the others: at the top dose activity change, negative = cytotoxicity, most hits filed as inhibitors. hit rate 0.16% among 390,000; note: potency is the fitted concentration of half-maximal effect; % is set by controls: 0 for no effect and ±100 for the full control effect
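A549 ARE_Fluc cells in 5% FBS OPTI-MEM were exposed to compounds in concentration-response for 18-24 h at 37 deg C. Viability was read by CellTiter-Fluor fluorescence (Ex 405/Em 525) after 30 min, before the luciferase read.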
Nrf2 block – Nrf2 qHTS screen for inhibitors; A549 ARE-Fluc reporter, luciferase luminescence, 18-24 h; Potency, µM (highest dose often 46 µM), without a hit: at the top dose activity change, negative = inhibition, actives largely listed as inhibitors; hit rate 2.1% among 360,000; note: potency is the fitted concentration of half-maximal effect; % is set by controls: 0 for no effect and ±100 for the full control effect; nearly all actives have a fitted effect of over 60% in size
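A549 ARE_Fluc cells (5000/well, 5% FBS OPTI-MEM) pre-incubated 2 h, then treated with compounds 18-24 h at 37C/5% CO2 in concentration-response. CellTiter-Fluor viability read first; BugLite luciferase luminescence after 15 min at room temperature gives Nrf2 activity.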
TGFb inhibitor – qHTS for Inhibitors of TGF-b | HepG2 CAGA-GFP TGF-b/SMAD3 reporter, GFP fluorescence, 18 h; TGF-beta stimulated, 500 pg/mL final | Potency, µM (series often up to 46.1 µM), for the others: at the top dose activity, negative = inhibition, usual class: inhibitors | hit rate 1.2% among 410,000 | AID 588855, 2011; note: potency is the fitted concentration of half-maximal effect; % is set by controls: 0 for no effect and ±100 for the full control effect; nearly all actives have a fitted effect of over 65% in size
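Read-out: total well GFP (ex488/em500-530) summed from mean per-cell fluorescence. Cells: HEPG2 CAGA-GFP, 1% FBS DMEM, 18 h at 37 degrees C with 500 pg/mL final TGF-beta. Unstimulated wells served as the full-inhibition control; stimulated DMSO wells = 0%.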
Nrf2 ARE act – qHTS of Nrf2 Activators. hit rate 0.31% among 410,000. Potency, µM (titrated, usually from 46.1 µM), inactives show at the top dose activation, most hits filed as activators. AID 624171, 2012. AREc32 ARE-luciferase reporter (MCF7-derived line), luminescence, 24 h; note: potency is the fitted concentration of half-maximal effect; % of control where 0% means no effect; nearly all actives have a fitted effect of over 65% in size
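Quantitative high-throughput format: AREc32 reporter cells, 1000 per well, received compound by pin transfer and were incubated 24 hr at 37 deg C, 5% CO2, before Steady-Glo luminescence detection.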
Akt phos inh – HTS Assay for Inhibitors of Akt Phophorylation: Primary Screen | hit rate 0.32% among 360,000 | activity change, % for hits at 50 µM | Neuro2A IGF-stimulated pAkt S473 HTRF, 20 min; hits give low values | AID 651550, 2012; in the data active = activity change below about -80%; inconclusive = mostly about -51% to -80%; note: % is set by controls: 0 for no effect and ±100 for the full control effect
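Neuro2A cells (4,500/well, DMEM with 0.5% FBS) were treated with compound at a single 50 µM final concentration, stimulated with 6 nM IGF for 20 min at 37 °C, and lysed. Phospho-Akt Ser473 was read by HTRF as 665/615 ratio ×10^4.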
MmCpn inh – Inhibitors of TCP-1 ring complex (TRiC) of Methanococcus maripaludis (MmCpn): qHTS | purified Mm-Cpn ATPase, ADP Transcreener TR-FRET | Potency, µM (highest dose often 76.9 µM), without a hit: top-dose activity, negative = inhibition, hits mostly inhibitors | hit rate 0.031% among 330,000; note: potency is the fitted concentration of half-maximal effect; % is set by controls: 0 for no effect and ±100 for the full control effect; nearly all actives have a fitted effect of over 80% in size
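ATPase read-out: TR-FRET ADP immunoassay (anti-ADP Eu cryptate vs ADP-d2), ex 320 nm, em 590/665 nm; signal drops as ADP forms. Enzyme 25 nM, ATP 10 uM, 30 min at 37°C after 10 min compound preincubation.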
* hit, by the source's call; & = joins results of further samples. Unless noted, calls come from the whole dose curve; as a rule, active = well fitted curve in the direction sought with a large enough effect; inconclusive = small, poorly fitted or top-dose-only effect, or another doubt; inactive = no such curve, though single readings can be large; an effect the other way counts as inactive or inconclusive. Compounds were not picked by outcome; overall some 4.3% were active at least once.

Screening CCOc1ccc2c(c1)C(C)=CC(C)(C)N2C(=O)Nc1ccccc1F returned HepG2 viability -7%, CCT modulator -1.7, Abeta rescue -2%, A549 tox -15%, Nrf2 block 7%, TGFb inhibitor 7%, Nrf2 ARE act 0.2%, Akt phos inh inactive and MmCpn inh -1%.
Screening CCc1cc2c(cc3c(=O)n(CCCC(=O)NCc4ccccc4Cl)nc(CC)n32)s1 returned HepG2 viability 4%, Abeta rescue -5%, A549 tox -11%, Nrf2 block -9%, TGFb inhibitor -25% and Nrf2 ARE act -0.9%.
For Cc1cccc(-n2c(Cc3ccccc3)n[nH]c2=S)c1 the results were HepG2 viability -1%, CCT modulator 0.8, Abeta rescue 10%, A549 tox -2%, Nrf2 block -20%, TGFb inhibitor -10%, Nrf2 ARE act 2.6%, Akt phos inh inactive and MmCpn inh 5%.
Screening CN(CC(=O)Nc1ccc(Cl)c(C(F)(F)F)c1)C(=O)CCCc1nc2ccccc2c(=O)[nH]1 returned HepG2 viability 0%, CCT modulator -0.4, Abeta rescue 2%, A549 tox -16%, Nrf2 block -20%, TGFb inhibitor -4%, Nrf2 ARE act -0.1%, Akt phos inh inactive and MmCpn inh -3%.
For Cc1ccc(C)c(NC(=O)CCN2C(=O)C3CC=CCC3C2=O)c1 (stereo not drawn) the results were HepG2 viability 1%, CCT modulator -0.8, Abeta rescue 4%, A549 tox -3%, Nrf2 block 0%, TGFb inhibitor 1%, Nrf2 ARE act -1.1%, Akt phos inh inactive and MmCpn inh 0%.
`Cc1csc(NC(=O)CSc2ccc3nnc(CCNS(=O)(=O)c4ccccc4)n3n2)n1` gave HepG2 viability 8%, CCT modulator 0.3, Abeta rescue -26%, A549 tox 0%, Nrf2 block 8%, TGFb inhibitor 12%, Nrf2 ARE act 0.1%, Akt phos inh inactive and MmCpn inh -5%.
`Cc1nn(CC(=O)N2CCN(c3cccc(C(F)(F)F)c3)CC2)c(=O)c2cc3sccc3n12` gave HepG2 viability -4%, Abeta rescue -9%, A549 tox 1%, Nrf2 block 5%, TGFb inhibitor -16% and Nrf2 ARE act -0.4%.
CN=C(Nc1ccc(C(=O)OC)cc1)SC1CC(=O)N(c2ccccc2F)C1=O (stereo not drawn) was read as HepG2 viability 4%, CCT modulator -7.8, Abeta rescue 16%, A549 tox -1%, TGFb inhibitor 0%, Nrf2 ARE act -0.8%, Akt phos inh inactive and MmCpn inh 1%.
OB(O)c1ccc(Cl)s1 was read as HepG2 viability 3%, A549 tox -2%, Nrf2 block inconclusive and TGFb inhibitor -3%.
CCOC(=O)c1cc(-c2ccccc2)n(CCCC(=O)Nc2ccccc2C)c1C was read as HepG2 viability -22%, Abeta rescue -5%, A549 tox -11%, TGFb inhibitor -20% and Nrf2 ARE act 6.6%.
For CC(=O)N(Cc1cc2cc(C)ccc2[nH]c1=O)c1cccc(C)c1C the results were HepG2 viability 50%, CCT modulator -1.4, Abeta rescue -2%, A549 tox 0%, Nrf2 block 0%, TGFb inhibitor 20%, Nrf2 ARE act 0.2%, Akt phos inh inactive and MmCpn inh 1%.
`O=C(COC(=O)c1ccccc1Nc1ccccc1)Nc1ccccc1` gave HepG2 viability -2%, CCT modulator -1.2, Abeta rescue 15%, A549 tox -1%, Nrf2 block -3%, TGFb inhibitor 1%, Nrf2 ARE act 1.8%, Akt phos inh inactive and MmCpn inh -1%.
For OC(COc1ccccc1)CN1CCOCC1 (stereo not drawn) the results were HepG2 viability -2%, CCT modulator 1.0, Abeta rescue 1%, A549 tox 3%, Nrf2 block 0%, TGFb inhibitor inconclusive, Nrf2 ARE act 0.2%, Akt phos inh inactive and MmCpn inh -1%.
For Cc1cc(=O)[nH]c(SCC(=O)Nc2nnc(CC(C)C)s2)n1 the results were HepG2 viability 16%, CCT modulator -5.6, Abeta rescue -1%, A549 tox 1%, Nrf2 block -9%, TGFb inhibitor -27%, Nrf2 ARE act -0.5%, Akt phos inh inactive and MmCpn inh 2%.
`CCN(C/C=C/c1ccccc1OC)Cc1ccccc1` gave HepG2 viability -6%, CCT modulator 0.3, Abeta rescue -7%, A549 tox -1%, Nrf2 block 2%, TGFb inhibitor -3%, Nrf2 ARE act -0.3%, Akt phos inh inactive and MmCpn inh 1%.

3 structures already listed, sorted by formula weight, lowest first.
For OC(COc1ccccc1)CN1CCOCC1 (stereo not drawn) the results were HepG2 viability -2%, CCT modulator 1.0, Abeta rescue 1%, A549 tox 3%, Nrf2 block 0%, TGFb inhibitor inconclusive, Nrf2 ARE act 0.2%, Akt phos inh inactive and MmCpn inh -1%.
`O=C(COC(=O)c1ccccc1Nc1ccccc1)Nc1ccccc1` gave HepG2 viability -2%, CCT modulator -1.2, Abeta rescue 15%, A549 tox -1%, Nrf2 block -3%, TGFb inhibitor 1%, Nrf2 ARE act 1.8%, Akt phos inh inactive and MmCpn inh -1%.
Screening CCc1cc2c(cc3c(=O)n(CCCC(=O)NCc4ccccc4Cl)nc(CC)n32)s1 returned HepG2 viability 4%, Abeta rescue -5%, A549 tox -11%, Nrf2 block -9%, TGFb inhibitor -25% and Nrf2 ARE act -0.9%.

Next part
`COc1ccc(C)cc1NC(=O)CCCN1C(=O)CN(C)C1=O` gave HepG2 viability -2%, CCT modulator 1.0, Abeta rescue -4%, A549 tox 1%, Nrf2 block 6%, TGFb inhibitor -1%, Nrf2 ARE act 0.3%, Akt phos inh inactive and MmCpn inh 1%.
`CCC(C)NC(=O)COC(=O)c1ccc(Cl)cc1O` (stereo not drawn) gave HepG2 viability -44%, CCT modulator -2.5, Abeta rescue -1%, A549 tox 0%, Nrf2 block 4%, TGFb inhibitor -23%, Nrf2 ARE act 0.2%, Akt phos inh inactive and MmCpn inh 1%.
For CC1(C(=O)NC2CCCC2)CCC(=O)N1CCC1=CCCCC1 (stereo not drawn) the results were HepG2 viability 6%, CCT modulator -1.4, Abeta rescue 0%, A549 tox -5%, TGFb inhibitor -7%, Nrf2 ARE act -0.3%, Akt phos inh inactive and MmCpn inh 0%.
`COc1cc(OC)c(C(=O)NCc2ccc3c(c2)OCO3)cc1OC` gave HepG2 viability 2%, CCT modulator -1.4, Abeta rescue -29%, A549 tox -1%, Nrf2 block inconclusive, TGFb inhibitor -1%, Nrf2 ARE act -0.4%, Akt phos inh inactive and MmCpn inh -5%.
Screening Cc1ccc(S(=O)(=O)N2CCN(CN3C(=O)CC4(CCCC4)C3=O)CC2)cc1 returned HepG2 viability 0%, CCT modulator 2.9, Abeta rescue -12%, A549 tox 4%, Nrf2 block 1%, TGFb inhibitor 4%, Nrf2 ARE act -0.3%, Akt phos inh inactive and MmCpn inh -4%.
For COC(=O)[C@@]1(Cc2ccc(F)cc2)[C@H]2c3cc(C(=O)N4CCCC4)n(Cc4ccc(C)c(F)c4F)c3C[C@H]2CN1C(=O)c1ccccc1 the results were CCT modulator -1.2, Abeta rescue 2%, Nrf2 ARE act -0.1% and Akt phos inh inactive.
`COc1cc(C(F)(F)F)nc2ccc(C#CCOC(=O)Nc3ccccc3)cc12` gave HepG2 viability -45%, CCT modulator 0.1, Abeta rescue 5%, A549 tox -6%, Nrf2 block -5%, TGFb inhibitor -23%, Nrf2 ARE act 2.5%, Akt phos inh inactive and MmCpn inh 1%.
`O=C(O)CCSc1ccc2ccccc2n1` gave HepG2 viability -3%&-5%, CCT modulator 0.0&-1.8, Abeta rescue 11%&13%, A549 tox -1%&5%, Nrf2 block -1%&9%, TGFb inhibitor 1%&10%, Nrf2 ARE act 0.3%&0.2%, Akt phos inh inactive and MmCpn inh -10%&-9%.
`C#Cc1cccc(NC(=O)Cc2cccs2)c1` gave HepG2 viability -6%, CCT modulator 1.7, Abeta rescue 10%, A549 tox 6%, Nrf2 block 3%, TGFb inhibitor 2%, Nrf2 ARE act 0.1%, Akt phos inh inactive and MmCpn inh 3%.
O=C(COc1ccc(F)cc1)N1c2ccccc2CCc2ccccc21 was read as HepG2 viability -19%, CCT modulator -2.7, Abeta rescue 12%, A549 tox -13%, Nrf2 block -9%, TGFb inhibitor inconclusive, Nrf2 ARE act -0.2%, Akt phos inh inactive and MmCpn inh 2%.
Screening CCOC(=O)c1ccc(NC(=O)NC2CC3CCC(C2)N3C(=S)NC)cc1 (stereo not drawn) returned HepG2 viability 0%, CCT modulator -0.4, Abeta rescue 4%, A549 tox 3%, Nrf2 block 22%, TGFb inhibitor 3%, Nrf2 ARE act -0.5%, Akt phos inh inactive and MmCpn inh 1%.
COc1ccc(CN2CC(C(=O)N3CC(C)CC(C)C3)CC2=O)cc1 (stereo not drawn) was read as HepG2 viability -10%, CCT modulator 1.3, Abeta rescue -5%, A549 tox 15%, Nrf2 block 11%, TGFb inhibitor 2%, Nrf2 ARE act -0.1%, Akt phos inh inactive and MmCpn inh -1%.
For COc1ccc(C(=O)N2CCCC(c3nc(-c4cc(OC)c(OC)c(OC)c4)no3)C2)cc1 (stereo not drawn) the results were HepG2 viability -3%, CCT modulator 1.6, Abeta rescue 3%, A549 tox -10%, Nrf2 block -17%, TGFb inhibitor -1%, Nrf2 ARE act 2.6%, Akt phos inh inactive and MmCpn inh 3%.
`Cc1ccc(C(C#N)N2CCOCC2)cc1` (stereo not drawn) gave HepG2 viability -2%, CCT modulator -0.3, Abeta rescue 4%, A549 tox -5%, Nrf2 block 7%, TGFb inhibitor -7%, Nrf2 ARE act -0.7%, Akt phos inh inactive and MmCpn inh -3%.

Screens: PubChem, National Center for Advancing Translational Sciences (NCATS)
